Screening data deposited in PubChem by Southern Research Specialized Biocontainment Screening Center.
tuberculosis growth: growth inhibition of non-replicating M. tuberculosis (AID 488890); Mycobacterium tuberculosis non-replicating, growth inhibition; higher % means a stronger effect; 320,000 tested, 0.39% active; one-dose inhibition, % at 25 µM; IC50 in µM for titrated hits; in the data active means a potency from the dose series; inconclusive means inhibition mostly from about 82% at the one dose, without a potency; inactive means the rest, 99 in 100 with inhibition below about 76%;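 further: plate controls were DMSO cells for no effect and high antibiotic wells for full effect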
influenza NS1A: NS1A inhibition, H1N1 influenza, cell based functional assay (AID 504329). NS1A functional cell-based assay, percent inhibition; higher % means a stronger effect. inhibition, % at 12.5 µM; hits with a dose series show IC50 in µM. 340,000 tested, 0.3% active; in the data active means a potency from the dose series; inconclusive means inhibition above about 27% without an active follow-up result; further: strong numbers were not always called active
H37Rv inhibition: M. tuberculosis growth inhibition, HTS (AID 449762) | M. tuberculosis H37Rv growth inhibition, 7H9 media; higher % means a stronger effect | 330,000 tested, 0.59% active | inhibition, % at 25 µM, or IC50 in µM where a hit was titrated; in the data active means a potency from the dose series; inconclusive means inhibition above about 70% without an active follow-up result;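 further: bacterial growth assessed after seven days of incubation; strong numbers were not always called active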
PhoP GFP inhibition: PhoP regulon inhibitors, Salmonella typhi PhoP promoter GFP reporter, confirmatory (AID 1850) | 310,000 tested, 0.33% active | Salmonella Typhi PhoP-promoter GFP reporter, fluorescence, 4 h; higher % means a stronger effect | one-dose inhibition, % at 50 µM; IC50 in µM for titrated hits; in the data active means a potency from the dose series; inconclusive means inhibition mostly from about 25% at the one dose, without a potency; inactive means the rest, 99 in 100 with inhibition below about 19%;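 further: 0% = induced wells with vehicle and 100% = uninduced wells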
inhibitors of VEEV: inhibitors of VEEV TC-83 cytopathic effect, confirmation, Vero cells (AID 588727); inhibition, % at 20 µM; hits with a dose series show IC50 in µM; Vero cells, VEEV TC-83 cytopathic effect inhibition; higher % means a stronger effect; 350,000 tested, 0.13% active; in the data active means a potency from the dose series; inconclusive means inhibition mostly from about 14% at the one dose, without a potency; inactive means the rest, 99 in 100 with inhibition below about 12%; further: strong numbers were not always called active
inhibitors of VEEV 10K pilot screen: second read-out of inhibitors of VEEV, no call of its own (marks repeat the call); inhibition, %; measured here: 10K pilot screen inhibition
An asterisk follows results filed as active; i = inactive; ? = inconclusive; nt = no result given.

SMILES	tuberculosis growth	influenza NS1A	H37Rv inhibition	PhoP GFP inhibition	inhibitors of VEEV	others
Cc1ccc(S(=O)(=O)/N=C(/Nc2cccc3ccccc23)c2ccc(F)cc2)cc1	2%	-4%	-4%	-1%	i
O=Cc1c(N2CCCCC2)nc2ccccn2c1=O	51%	nt	-1%	-11%	0.5%
COc1cc(OC)c(C(=O)NCCCn2ccnc2)cc1OC	-4%	10%	-1%	1%	0.4%
C/C(=N\NC(=O)C1COc2ccccc2O1)c1cccs1 (stereo not drawn)	77%	-4%	-9%	-5%	0.5%
CN(Cc1cc(=O)n2ccsc2n1)c1ccccc1	-8%	-14%	1%	-6%	0.2%
N#C/C(=C\c1ccccc1O)C(=O)Nc1ccccn1	32%	3%	0%	-3%	0.6%
COCCNC(=O)CSc1nc2scc(-c3ccccc3)c2c(=O)[nH]1	2%	-5%	-3%	1%	0.6%
Cc1ccc(S(=O)(=O)N(C)c2ccc(C(=O)NCc3cccnc3)cc2)cc1	0%	12%	-5%	-2%	4.0%
CC(Oc1cccc2c1OC(C)(C)C2)C(=O)O (stereo not drawn)	-16%	-33%	-11%	7%	0.1%
Nc1nc(NCCO)nc(N2CCCCCC2)c1[N+](=O)[O-]	-6%	-1%	-1%	-17%	0.8%
CSc1nc(N)nc(SCC(=O)c2ccc(C)cc2)c1C#N	2%	-2%	0%	-11%	0.4%
CCN(CCCNC(=O)CCn1c(=O)[nH]c2ccsc2c1=O)c1ccccc1	4%	-12%	-1%	10%	1.2%
NC(=O)CC(NC(=O)Cc1ccc(Br)cc1)c1ccc(NCCN2CCOCC2)c([N+](=O)[O-])c1 (stereo not drawn)	2%	2%	2%	4%	8.4%
CSc1ccccc1NC(=O)COC(=O)CSc1ccc(C)cc1	15%	4%	2%	-1%	2.1%
CC(C)Cn1c(O)c(N=NC(=O)c2cccc(S(=O)(=O)N3CCCCC3)c2)c2ccccc21	34%	17%	2%	0%	7.0%	inhibitors of VEEV 10K pilot screen=6.1
Cc1ccc(C)c(NNC(=O)C(=O)NNc2cc(C)ccc2C)c1	4%	nt	53%	2%	2.0%
C=C(C)Cn1c(SCC#N)nc2ccccc2c1=O	-7%	-6%	2%	27%	1.8%
C=CCNC(=O)c1sc(SC)cc1-c1ccc(Cl)cc1	-4%	-8%	5%	-5%	5.1%
C=C(C)C(=O)OC1(C(F)(F)F)Oc2cc(C)ccc2NC1=O (stereo not drawn)	39%	-1%	-2%	8%	4.3%
O=[N+]([O-])c1ccc(O)c(C=Nc2ccc3c(c2)OCCO3)c1	7%	-5%	45%	0%	2.0%
Cc1ccc(OCC(=O)Nc2cccc(S(=O)(=O)N3CCCCCC3)c2)c([N+](=O)[O-])n1	11%	1%	16%	3%	0.1%
CCCCCCCCCC(=O)N[C@H](CN1CCOCC1)[C@H](O)c1ccccc1	22%	-3%	12%	5%	0.4%
CCOc1ccc(C(=O)N2CCSC2=S)cc1	63%	5%	1%	-3%	1.5%
O=C(Cc1ccccc1F)Nc1ccc(S(=O)(=O)N2CCCC2)cc1	8%	-8%	-9%	nt	4.6%
Cc1ccc(S(=O)(=O)N2CCCCC2C(=O)Nc2nncs2)cc1 (stereo not drawn)	11%	-10%	2%	3%	0.7%

(cont.)
SMILES	tuberculosis growth	influenza NS1A	H37Rv inhibition	PhoP GFP inhibition	inhibitors of VEEV	others
CCN(CC)CC(O)Cn1c(-c2ccccc2Cl)nc2ccccc21 (stereo not drawn)	-9%	nt	-12%	11%	2.6%
Cc1cc(N/C=C/C(=O)c2cccc3ccccc23)no1	70%	1%	-4%	-10%	1.6%
Cc1ccc(S(=O)(=O)N[C@H](C(=O)N2CCC(C(=O)N[C@@H](CCC(N)=O)C(=O)O)CC2)C(C)C)cc1	-7%	0%	-9%	1%	0.0%
CCc1ccc(N/C(N)=N/c2nc(CSc3ccccn3)cc(=O)[nH]2)cc1	3%	nt	7%	-5%	6.4%
COc1ccc(N2CCN(C(=O)c3cc(-c4ccc(F)cc4)[nH]c3C)CC2)cc1	11%	0%	56%	4%	0.9%
Nc1ccccc1-c1nc2ccccc2[nH]1	32%	4%	0%	-9%	5.6%
O=C(NCCCNC(=O)c1cc(Cl)ccc1Cl)c1cnccn1	-3%	5%	8%	-26%	2.6%
Cc1cc2nccc(-c3ccc(Cl)c([N+](=O)[O-])c3)n2n1	45%	16%	6%	3%	3.0%
CCNC(=S)NCCN1CCCCC1	-2%	-8%	2%	0%	0.5%
CCOc1cc(C(=S)N2CCOCC2)ccc1OS(=O)(=O)c1ccccc1	9%	4%	-8%	6%	0.1%
Cc1cc(C)nc(SCCC(=O)N(C)C)n1	-4%	9%	-3%	0%	i
O=C(CNC(=O)c1ccco1)NCC(=O)OC(C(=O)c1ccccc1)c1ccc(Cl)cc1 (stereo not drawn)	60%	8%	-5%	-11%	i
CNC(=O)NC(=S)NC(=O)c1cccc(Cl)c1	20%	-2%	0%	-15%	1.2%
Cc1cccc(NC(=O)CCNC(=O)c2ccc(Br)cc2)c1C	8%	1%	8%	7%	i
O=C(COC(=O)C1CCN(S(=O)(=O)c2ccccc2C(F)(F)F)CC1)NCc1ccc(F)cc1	24%	10%	4%	8%	0.2%	inhibitors of VEEV 10K pilot screen=0.8
CCOC(=O)/C=C(\C)Sc1cc(=O)oc2ccccc12	?	-11%	60%	0%	6.9%
O=C(O)C1C2C=CC(C2)C1C(=O)Nc1cccc(F)c1 (stereo not drawn)	9%	3%	-2%	-5%	1.6%
COc1ccccc1Oc1ccc(Oc2ccccc2OC)cc1	22%	0%	-5%	7%	5.4%
NC(=O)COC(=O)c1ccccc1Oc1ccccc1	2%	-9%	-1%	-8%	0.7%
Cc1cccc(OCCC(=O)OC(C)C(=O)Nc2ccc(Cl)cn2)c1 (stereo not drawn)	?	-18%	27%	2%	1.9%
O=C(CSc1nnc2n1CCCN2C(=S)Nc1ccc(Cl)cc1)c1ccccc1	8%	0%	0%	-4%	2.0%
Cc1noc(C)c1NC(=O)Nc1cccc2c1O[C@H](CN(C)C(=O)NC(C)C)[C@@H](C)CN([C@H](C)CO)C2=O	1%	3%	2%	nt	0.6%
Cc1c(NC(=O)c2ccc(-c3ccc([N+](=O)[O-])cc3Cl)o2)c(=O)n(-c2ccccc2)n1C	4%	5%	12%	7%	0.5%
COc1ccc(/C=C2\CCCC3C2=NN(C(=O)CSc2ncn[nH]2)C3c2ccc(OC)cc2)cc1 (stereo not drawn)	33%	0%	9%	3%	8.7%
Nc1cc(C(=O)N2CCCC2)cc(C(=O)N2CCCC2)c1	-6%	-4%	0%	-11%	0.5%

4 entries out of the list, ordered by molar mass, highest first.
SMILES	tuberculosis growth	influenza NS1A	H37Rv inhibition	PhoP GFP inhibition	inhibitors of VEEV	others
CCc1ccc(N/C(N)=N/c2nc(CSc3ccccn3)cc(=O)[nH]2)cc1	3%	nt	7%	-5%	6.4%
Cc1cc2nccc(-c3ccc(Cl)c([N+](=O)[O-])c3)n2n1	45%	16%	6%	3%	3.0%
O=C(O)C1C2C=CC(C2)C1C(=O)Nc1cccc(F)c1 (stereo not drawn)	9%	3%	-2%	-5%	1.6%
NC(=O)COC(=O)c1ccccc1Oc1ccccc1	2%	-9%	-1%	-8%	0.7%

The list goes on.
SMILES	tuberculosis growth	influenza NS1A	H37Rv inhibition	PhoP GFP inhibition	inhibitors of VEEV	others
COC(=O)c1cn(NC(=O)c2ccc3c(c2)OCO3)c(=O)c2ccccc12	8%	11%	-7%	-9%	7.8%
O=C(NNC(=S)NCc1ccco1)C(c1ccccc1)c1ccccc1	-12%	-7%	6%	9%	0.1%
O=C(O)CC(c1ccccc1)n1cccc1 (stereo not drawn)	-3%	-3%	-4%	-5%	i
CS(=O)(=O)N1CCC(CO)(Cc2ccccc2C(F)(F)F)CC1	7%	-9%	0%	-18%	0.9%
CNC(=O)C1CC(=O)N/C(=N/N=C(\C)c2cccs2)S1 (stereo not drawn)	-16%	-6%	-9%	11%	4.6%
O=C(C1=C[C@H](c2csc3ccccc23)C[C@H](OCc2ccc(CO)cc2)O1)N1CCCCCCC1	26%	nt	5%	-4%	nt
Cc1ccc(OCC(O)CN2CCN(c3ccc(C)cc3)CC2)cc1 (stereo not drawn)	31%	6%	10%	4%	0.9%
CCC(=O)OC1(Cc2ccc(CC)cc2)CC(C)N(C)CC1C (stereo not drawn)	-8%	1%	10%	-1%	i
CCn1c2ccccc2c2nnc(SCCN3CCOCC3)nc21	2%	1%	-2%	-3%	1.7%
Cc1ccc(NC(=S)N2CCN(c3ccccn3)CC2)cc1C	-15%	-20%	0%	4%	0.4%
Cc1cccc2cn[nH]c12	-2%	5%	1%	-9%	0.6%	inhibitors of VEEV 10K pilot screen=0.3
CC(C)c1ccccc1NC1=NCCCS1	-3%	-5%	-7%	6%	i
COc1cccc(NC(=S)Nc2cccnc2)c1	17%	2%	1%	-3%	0.8%
CNC(=O)Nc1ccc2snnc2c1	-7%	11%	3%	nt	2.5%
O=C(CSc1nc2ccccc2o1)NCc1n[nH]c(=O)c2ccccc12	-16%	-15%	-11%	16%	3.1%
CCc1ccc(NC2=NC(C(=O)c3ccccc3)CC(=O)N2)cc1 (stereo not drawn)	3%	-8%	-3%	10%	0.7%
COc1ccc2cc(C)c(SCC(=O)Nc3cc(C)on3)nc2c1	6%	0%	-5%	-4%	0.3%
COc1cc(OC)cc(C(=O)NCC(=O)OCC(=O)/C=C2/N(C)c3ccccc3C2(C)C)c1	17%	4%	2%	10%	0.3%
CN1C2C=C3C(C#N)=C(N)C(C#N)(C#N)[C@@H](c4ccsc4)[C@@H]3C1CC2 (stereo partly drawn)	13%	nt	-1%	-7%	nt
Cc1onc(-c2ccccc2)c1C(=O)N1CCN(S(=O)(=O)c2ccc(OC(F)(F)F)cc2)CC1	-5%	13%	-5%	8%	i
O=C(Cc1c[nH]c2ccccc12)N1CCc2ccccc21	36%	6%	-2%	3%	0.5%
COc1ccc(OC)c(S(=O)(=O)Nc2cccc3ccccc23)c1	-7%	nt	-2%	11%	i
Cc1cccc(OCCC(=O)Nc2ccc(S(=O)(=O)N3CCCC3)cc2)c1	34%	0%	1%	-8%	5.1%
CCN1C(=O)[C@H]2[C@@H](c3ccc(-c4ccc5c(c4)OCO5)c(OC)c3)N[C@@](CC(C)C)(C(=O)OC)[C@H]2C1=O	9%	10%	0%	8%	i	inhibitors of VEEV 10K pilot screen=1.4
Cc1ccc(S(=O)(=O)N2CCC(C(=O)NC3CC3)CC2)cc1	-31%	3%	3%	-2%	2.6%

New compounds follow
SMILES	tuberculosis growth	influenza NS1A	H37Rv inhibition	PhoP GFP inhibition	inhibitors of VEEV	others
COC(=O)c1c(-c2cc(C)ccc2C)csc1NC(=O)C1CC=CCC1C(=O)O (stereo not drawn)	4%	-15%	-3%	2%	1.4%
O=C(CCC1COc2ccccc2O1)NCc1ccccc1 (stereo not drawn)	30%	-2%	-13%	13%	2.0%
CCOCCn1c(=NC(=O)/C=C/c2ccccc2Cl)sc2cc(NC(C)=O)ccc21	-3%	-12%	6%	10%	2.1%
CCOc1ccc(N=Cc2ccc3ccccc3c2)cc1	51%	-1%	?	-3%	i
CC(=O)Nc1ccc(S(=O)(=O)NCCN2CCNC2=O)cc1Cl	-1%	-8%	3%	4%	2.1%
CCCCOc1ccc(N2CC(C(=O)NCc3ccco3)CC2=O)cc1 (stereo not drawn)	17%	2%	-2%	14%	0.8%
Cc1ccc(CN2CCNC(=O)C2CC(=O)N(C)C2CCOCC2)cc1 (stereo not drawn)	6%	-5%	-14%	-10%	i
CC1=CN2C(=NC(=O)CC2(C)C(=O)N(CC(=O)NC2CCCC2)c2ccccc2C)C=C1 (stereo not drawn)	11%	-7%	0%	-1%	6.0%
COc1ccc(CC(=O)Nc2cccc(-c3nnc(-c4cccc(C)c4)o3)c2)cc1OC	28%	-20%	1%	5%	8.7%
COc1ccc(NS(=O)(=O)c2cccc(C(=O)NC3CCC(O)CC3)c2)cc1 (stereo not drawn)	13%	-2%	3%	2%	1.2%

Random excerpt: five entries already listed, in no set order.
SMILES	tuberculosis growth	influenza NS1A	H37Rv inhibition	PhoP GFP inhibition	inhibitors of VEEV	others
CC1=CN2C(=NC(=O)CC2(C)C(=O)N(CC(=O)NC2CCCC2)c2ccccc2C)C=C1 (stereo not drawn)	11%	-7%	0%	-1%	6.0%
COc1ccc(NS(=O)(=O)c2cccc(C(=O)NC3CCC(O)CC3)c2)cc1 (stereo not drawn)	13%	-2%	3%	2%	1.2%
CCCCOc1ccc(N2CC(C(=O)NCc3ccco3)CC2=O)cc1 (stereo not drawn)	17%	2%	-2%	14%	0.8%
CC(=O)Nc1ccc(S(=O)(=O)NCCN2CCNC2=O)cc1Cl	-1%	-8%	3%	4%	2.1%
Cc1ccc(CN2CCNC(=O)C2CC(=O)N(C)C2CCOCC2)cc1 (stereo not drawn)	6%	-5%	-14%	-10%	i
